Assay outcomes: PubChem BioAssay, several laboratories
Cardio protect: cardioprotection against H2O2-induced cell death, primary screen, uHTS, H9c2 cells, ATPLite luminescence | 360,000 compounds, 0.63% hits | AID 588492, 2011 | protection from H2O2 cell death, % at 20 µM | H9c2 cardiomyocytes, H2O2 injury protection, 2 h;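 active = compounds giving at least 50% protection of heart cells from peroxide-induced death in the single-dose screen, raw or plate-pattern-corrected value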;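 note: 0% = DMSO wells with peroxide and 100% = DMSO wells without peroxide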
Vif imaging: HIV Vif self-association inhibitors, primary screen, imaging, HEK293T, single point; HEK293T cells, Vif self-association by quenched fluorescence, 24 h; AID 602346, 2012; 340,000 compounds, 0.35% hits; inhibition, % at 7.49 µM; in the data active = inhibition above about 50%, passing the limit was not always enough; note: some results filed as inactive read as strong as hits
HTR2A ag: mouse Htr2a agonists via beta-arrestin recruitment, primary screen, cell-based, luminescence | AID 624169, 2012 | activation, % at 7.6 µM | 5-hydroxytryptamine receptor 2A (Mus musculus), P35363 | 360,000 compounds, 0.66% hits | CHO-K1 mHTR2A beta-arrestin complementation; percent of 30 µM serotonin response;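 active = activation above a run cutoff, the mean activation of all tested compounds plus 3 SD, cut at about 14% in these data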;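 note: 0% = plate median of compound wells and 100% = 30 µM serotonin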
Target sequence (P35363 whole entry, looked up): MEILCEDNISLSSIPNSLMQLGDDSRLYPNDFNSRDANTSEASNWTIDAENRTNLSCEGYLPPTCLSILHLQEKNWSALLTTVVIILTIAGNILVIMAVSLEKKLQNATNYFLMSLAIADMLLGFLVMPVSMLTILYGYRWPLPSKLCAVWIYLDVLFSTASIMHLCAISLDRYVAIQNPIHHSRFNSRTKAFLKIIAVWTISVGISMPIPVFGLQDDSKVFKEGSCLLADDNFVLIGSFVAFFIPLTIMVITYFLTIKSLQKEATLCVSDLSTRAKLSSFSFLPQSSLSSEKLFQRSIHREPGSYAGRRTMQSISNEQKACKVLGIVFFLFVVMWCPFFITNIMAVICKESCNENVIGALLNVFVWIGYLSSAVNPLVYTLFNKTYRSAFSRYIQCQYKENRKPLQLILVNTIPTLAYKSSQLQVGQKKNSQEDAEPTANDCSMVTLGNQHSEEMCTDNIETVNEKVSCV
aDG glyco act: activators of alpha-DG glycosylation, primary screen, uHTS, Pro5-aDG cells, AlphaScreen. alpha-DG glycosylation AlphaScreen (IIH6); 0% Pro5, 100% B10-LARGE cell signal. activation, % at 10 µM. 360,000 compounds, 0.22% hits;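 active = activation of at least 8% versus controls, or a plate z-score of at least 8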;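 note: Pro5 are CHO cells carrying HIG-tagged alpha-DG that lacks glycosylation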
N-glyco inh: increase of ERlucT glycosylation luciferase signal, primary screen, N-linked glycosylation inhibitor project, D54 ERlucT cells, luminescence, set 2; D54 ERlucT glycosylation luciferase reporter, 24 h; percent of 100 nM tunicamycin response; reporter increase, % at 12.5 µM; 360,000 compounds, 0.23% hits; AID 588692, 2011;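 active = mean luciferase reporter signal, scaled so untreated is 0 and the glycosylation-blocking control 100, at or above a set limit in every replicate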;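 note: luciferase carries N-glycosylation sites so blocking glycosylation raises the light; 0% = median of neutral control wells and 100% = median of 100 nM tunicamycin wells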
CaV13 FRET inh: Disruptors of the CACNA1D IQ motif to Ca2+-dependent inactivation inhibitor domain association, primary screening, Förster resonance energy transfer in intact living … | AID 743397 | inhibition, % at 12.3 µM | HEK cells, CFP/YFP FRET ICDI-IQ, plate reader, 10 min; percent FRET-ratio fall versus neutral wells | 340,000 compounds, 0.098% hits;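 active = mean replicate inhibition of at least 30% and at least 1% of replicates passing that level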;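 note: 0% = median of the neutral control wells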
ABCB6 inh MLPCN: ABCB6 transporter inhibitors, primary screen, K562-ABCB6 cells, flow cytometry, MLPCN library; ATP-binding cassette sub-family B member 6 (Homo sapiens), Q9NP58; K562-ABCB6 porphyrin accumulation, 1 h; hits give low values; fluorescence ratio to DMSO, % at 10 µM; 360,000 compounds, 0.19% hits; AID 602162, 2011;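 active = fluorescence ratio to DMSO below 75%, the collection mean minus 3 SD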;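 note: signal is porphyrin accumulated inside mitochondria; 100% equals median channel fluorescence of DMSO control wells; lower ratio means ABCB6 inhibition with less porphyrin fluorescence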
MC4R ag barr: MC4R agonists recruiting beta-arrestin, primary screen, cell-based, luminescence, agonist arm of biased-ligand search; U2OS MC4R beta-arrestin complementation; percent of melanotan II response, DMSO zero; 360,000 compounds, 0.98% hits; Melanocortin receptor 4 (Homo sapiens), P32245; activation, % at 8.9 µM;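 active = activation above a per-plate cutoff, the mean activation of sample wells on that plate plus 3 SD, cut at about 8% in these data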
Target sequence (P32245 whole entry, looked up): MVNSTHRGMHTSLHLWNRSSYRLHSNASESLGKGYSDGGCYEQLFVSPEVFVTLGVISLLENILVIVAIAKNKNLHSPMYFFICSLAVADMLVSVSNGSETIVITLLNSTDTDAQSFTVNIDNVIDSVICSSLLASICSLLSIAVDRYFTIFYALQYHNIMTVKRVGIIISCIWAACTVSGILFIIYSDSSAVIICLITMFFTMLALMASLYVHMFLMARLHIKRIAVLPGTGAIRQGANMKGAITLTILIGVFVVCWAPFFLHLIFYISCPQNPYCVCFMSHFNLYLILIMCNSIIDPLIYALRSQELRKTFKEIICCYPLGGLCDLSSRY
PDI inh: inhibitors of human PDI, primary screen, biochemical, turbidity, single point, plate reader. PDI insulin aggregation turbidity, A650, 90 min. inhibition, % at 10 µM. 350,000 compounds, 0.052% hits. Protein disulfide-isomerase (Homo sapiens), P07237;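 active = mean inhibition across replicates of 30% or more, whatever share of single replicates reach that level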;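 note: absorbance from insulin aggregation driven by PDI reduction with DTT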
MC4R antagonist: MC4R antagonists of cAMP signaling, primary screen, cell-based, TR-FRET, antagonist arm of biased-ligand search. AID 540295, 2011. MC4R-expressing cells, MTII-stimulated cAMP, LANCE TR-FRET. inhibition, % at 6.5 µM. 360,000 compounds, 0.48% hits;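 active = inhibition above its plate's cutoff, the mean of tested wells on that plate plus 3 SD, cut at about 29% in these data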;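 note: 0% = Melanotan II alone and 100% = Melanotan II plus saturating MCL0020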
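Material: U2OS-MC4R stable cell line | Reagent: Melanotan II challenge after compound preincubation | Doses: One concentration, 6.5 µM nominal | Incubation: 30-min compound preincubation, 1-h Melanotan II challenge, 1-h detection, room temperature | Signal: TR-FRET cAMP assay | Replicates: One well per compound, no replicates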
Numbers without * were called inactive; / = not tested or not shown.

SMILES | Cardio protect | Vif imaging | HTR2A ag | aDG glyco act | N-glyco inh | CaV13 FRET inh | ABCB6 inh MLPCN | MC4R ag barr | PDI inh | MC4R antagonist
Cc1ccccc1-n1c(SCC(=O)c2c(N)n(C)c(=O)n(C)c2=O)nc2sc3c(c2c1=O)CCCC3 | -15 | 8 | -1 | 1.4 | 18 | -4 | 102 | -0.3 | -3 | 5
Cc1[nH]c2ccccc2c1C(=O)C(=O)N1CCN(C(=O)c2ccco2)CC1 | 0 | -19 | 0 | 0.1 | 2 | -2 | 97 | -1.4 | 1 | -10
CSc1ccc(CN(C)C(=O)COc2ccc(C(=O)c3ccccc3)cc2)cc1 | -8 | 41 | -6 | 0.1 | 9 | -3 | 111 | -0.9 | -2 | -3
COC(=O)C[C@H](NC(=O)Cn1cnc2c(OCc3ccccc3)ncnc21)C(=O)OC | 8 | 6 | 0 | 0.0 | 1 | -6 | 96 | -0.2 | 7 | 14
Nc1nc(CSc2nnnn2-c2ccc(F)c(Cl)c2)nc(N2CCOCC2)n1 | 10 | 4 | 2 | 0.0 | 1 | / | 93 | -0.6 | 4 | 7
Cc1ccccc1C(O)c1cccnc1 (configuration not stated) | 4 | -2 | 0 | -0.3 | 1 | -3 | 98 | -1.3 | -2 | -2
O=C(Nc1cccc(F)c1)c1ccc(S(=O)(=O)N2CCCC2)cc1 | -11 | 0 | -4 | -0.2 | 0 | -6 | 97 | -0.5 | 4 | 5
COc1cc2c(cc1N/C=C(\C#N)c1nc(-c3ccccc3)cs1)oc1ccccc12 | 10 | -8 | 1 | -0.7 | 2 | -27 | 131 | -2.6 | -1 | 6
O=C(Cc1ccccc1)Nc1nonc1NC(=O)c1ccccc1 | -19 | -8 | -3 | 0.1 | -3 | -3 | 89 | -1.5 | 1 | 10
CC1(C)C2CCC1(CS(=O)(=O)NC(CC(=O)O)c1cccc(Br)c1)C(=O)C2 (configuration not stated) | 0 | 9 | -2 | 0.1 | 2 | -17 | 96 | -1.6 | -4 | -1
COC(=O)C(Cc1ccccc1)NC(=O)CCc1c[nH]c2ccccc12 (configuration not stated) | -2 | 18 | -4 | 0.0 | 0 | -11 | 94 | -1.1 | 2 | 20
CCN(CC)C(=O)Cn1cc(S(=O)(=O)CC(=O)Nc2ccc(C(N)=O)cc2)c2ccccc21 | 5 | -2 | -5 | -0.1 | 1 | -6 | 97 | -2.5 | -7 | 2
O=C(NCc1ccc(F)cc1)c1cnc(-c2ccccn2)nc1C(F)(F)F | -2 | / | 2 | 0.4 | -1 | -5 | 87 | 1.0 | -3 | 0
CC1CCCCC1NC(=O)CN1CCC(NC(=O)C(C)(C)C)CC1 (configuration not stated) | 6 | 5 | -2 | 0.3 | -1 | -11 | 98 | -1.6 | -7 | 2
OCCN(Cc1nc(-c2ccc3c(c2)OCO3)no1)Cc1cccs1 | 0 | -10 | -1 | 0.1 | 0 | -2 | 97 | 0.6 | -10 | 4
O=Cc1ccc(OCC(=O)NC(=O)NC2CCCCC2)cc1 | -6 | 8 | 2 | 0.0 | 0 | -3 | 91 | -1.1 | -3 | 0
O=c1c2sc3nc(N4CCOCC4)c4c(c3c2ncn1C(c1ccccc1)c1ccccc1)CCCC4 | 6 | -3 | 3 | -0.2 | -7 | 0 | 93 | 0.0 | 3 | 9
O=C(c1[nH]c(C(F)(F)F)nc1-c1ccccc1)N1CCC(Cc2ccccc2)CC1 | -1 | / | -4 | 0.3 | -1 | -7 | 103 | / | / | /
COc1ccc(/C=N/NC(=O)c2ccccc2OC)cc1COc1ccc(C)cc1 | 0 | / | -2 | 0.0 | -1 | -5 | 94 | 1.6 | -5 | 2
CN(C)C(=O)c1cn(N(C)c2ncc(C(F)(F)F)cc2Cl)c(=O)c2ccccc12 | 2 | -27 | 2 | -0.1 | 3 | -5 | 103 | 1.2 | -3 | 5
CC(=O)Nc1ccc(S(=O)(=O)N2CCC(=O)Nc3ccccc32)cc1 | -1 | 4 | -3 | -0.2 | 0 | 7 | 106 | 1.4 | 4 | 23
COc1cc(-c2nc(C(F)(F)F)c(OC)o2)cc(OC)c1OC | 0 | 3 | 5 | -0.1 | 0 | -5 | 100 | 0.2 | -12 | 5
O=C(c1ccc(CS(=O)c2ccccc2Cl)o1)N1CCN(c2ccccc2)CC1 (configuration not stated) | 10 | -19 | -2 | -0.2 | 6 | -7 | 113 | 0.4 | 5 | -22
CN(C(=O)CSc1nc(N)cc(N)n1)C1CCS(=O)(=O)C1 (configuration not stated) | -1 | 0 | 5 | -0.1 | 4 | -6 | 94 | -1.7 | 1 | 6
CCN(CC)S(=O)(=O)c1cccc(NC(=O)COC(=O)C2=COCCO2)c1 | -7 | -6 | 3 | 0.0 | 1 | -3 | 100 | -2.5 | 5 | 2
CC(C)C1Oc2ccccc2N(CC(=O)NCCCN2C(C)CCCC2C)C1=O (configuration not stated) | 4 | 0 | 0 | 0.3 | -1 | -7 | 100 | 0.2 | -2 | 12
CC(C)NC(=S)Nc1ccc2nc3n(c(=O)c2c1)CCCCC3 | 5 | -11 | -3 | 0.4 | 2 | -5 | 93 | -2.3 | 4 | 15
O=[N+]([O-])c1nn(-c2ccccc2)n(O)c1=NCCc1ccccc1 | 1 | 11 | 2 | 0.2 | 9 | -8 | 98 | -3.0 | 1 | 5
CCC(=O)NC(c1ccc(N(C)C)cc1)c1c(O)ccc2ccccc12 (configuration not stated) | -1 | -5 | -6 | 0.2 | 0 | 13 | 94 | -1.5 | -2 | 14
Cc1ccc(S(=O)(=O)CCC(O)c2ccc(Cl)cc2)cc1 (configuration not stated) | -5 | -13 | -2 | 0.4 | 2 | -3 | 99 | 0.1 | 7 | 1
Cc1ccc(-c2cn3nc(C)c(C)nc3n2)cc1 | -31 | 2 | 3 | -0.2 | -19 | 15 | 102 | -1.3 | 7 | 10
CCOc1cc(/C=N/NC(=O)c2ccncc2)ccc1OC(=O)c1ccco1 | 4 | -4 | 4 | 0.3 | 2 | -5 | 99 | 1.2 | 3 | 4
CC1CCCC(NC(=O)CCCn2c(=S)[nH]c3ccccc3c2=O)C1C (configuration not stated) | 4 | -8 | -1 | -0.1 | 1 | 1 | 91 | -2.3 | -1 | -3
COc1cc2cnc(Cl)nc2cc1OC | 15 | 7 | 0 | -0.1 | 2 | -18 | 97 | -1.1 | -7 | 0
CCOC(=O)c1c(NC(=O)C(C)NCc2ccco2)sc2c1CCC(C)C2 (configuration not stated) | -13 | -20 | 1 | -0.1 | -3 | -4 | 109 | -0.3 | -1 | 18
c1ccc(-c2cc(NCCN3CCCCC3)c3ccccc3n2)cc1 | -3 | -20 | -3 | -0.1 | 71* | -18 | 103 | 0.1 | 2 | 6
CCN1CCCC1CNC(=O)c1ccc(CS(=O)(=O)c2ccccc2C)o1 (configuration not stated) | 1 | 9 | 3 | -0.1 | -2 | -5 | 119 | 3.5 | 4 | 6
Cc1cc(NC(=O)CN2CCN(C)CC2)no1 | -2 | 2 | -4 | 0.4 | -1 | 1 | 103 | -1.7 | -6 | 5
C/C(=N\NC(=O)c1ccccc1)c1cc2cc([N+](=O)[O-])ccc2oc1=O | 22 | -8 | -1 | 0.1 | 1 | -2 | 97 | 0.1 | -4 | 7
O=C(Nc1cc(Cl)ccc1Cl)c1noc2c1CCCC2 | -5 | 16 | -1 | 0.1 | 0 | -6 | 98 | 4.2 | 17 | 11
Cc1nc(N2CCC(C)CC2)c2c(C)c(C(=O)Nc3ccccc3C(F)(F)F)sc2n1 | -7 | -4 | 5 | 0.2 | -5 | -5 | 98 | 2.4 | -2 | 30*
CN(Cc1ccccc1)C(=O)CN1C(=O)c2ccccc2S1(=O)=O | 12 | 4 | 6 | -0.1 | -2 | -3 | 99 | -1.6 | -1 | 7
Nc1[nH]n(-c2ccccc2)c(=O)c1N=Nc1ccc2c(c1)OCO2 | -5 | -8 | -1 | -0.4 | 1 | -4 | 93 | -1.9 | 3 | -11
CC(=O)NS(=O)(=O)c1ccc(NC(=O)CC23CC4CC(CC(Br)(C4)C2)C3)cc1 | -2 | -5 | 1 | 0.0 | 5 | -4 | 103 | 1.6 | 0 | 12
COCc1c(C(=O)NCc2ccccc2CN2CCCC2)oc2ccccc12 | -1 | -3 | -8 | -0.2 | -6 | -6 | 100 | -0.3 | 1 | -3
CCC(=O)Nc1ccc(C(=O)NNC(=O)c2ccc(C)cc2)cc1 | 1 | -3 | 5 | -0.1 | 3 | -20 | 96 | -1.1 | -1 | 3
O=C(COn1nnc2ccccc21)NCC1CCCCC1 | 1 | 3 | 0 | -0.3 | 0 | -5 | 93 | -0.5 | -7 | 6
Cc1c(Cl)cccc1Nc1nc(N)nc(CSC(=S)N2CCOCC2)n1 | -4 | 1 | 9 | 1.0 | 8 | -3 | 102 | -3.7 | -1 | -1
CC(C)(C)C(=O)NC(n1cnc2c(N3CCOCC3)ncnc21)C(Cl)(Cl)Cl (configuration not stated) | 0 | -7 | -3 | -0.1 | 2 | -6 | 97 | 0.2 | -10 | 9
Cc1ccc(S(=O)(=O)N2CCN(c3ncnc4ccccc34)CC2)cc1 | -25 | -27 | 17* | 2.9 | -4 | -7 | 100 | 0.8 | -5 | -1
COc1ccc(CCNS(=O)(=O)c2ccc(-n3cnnn3)cc2)cc1OC | 1 | 5 | -5 | -0.1 | -2 | -4 | 91 | 1.0 | 3 | -3
NC(=O)Nc1ccc(C(=O)OCC(=O)c2c[nH]c3ccccc23)cc1 | -8 | -24 | -7 | -0.3 | 0 | -5 | 101 | -1.0 | 4 | 11
NS(=O)(=O)c1ccc2c(c1)C1C=CCC1C(C1CC=CCC1)N2 (configuration not stated) | -1 | 1 | -12 | 0.0 | -1 | -5 | 121 | -2.2 | -2 | 2
